Source: PubChem (National Center for Advancing Translational Sciences (NCATS))
PLK1 PBD block: blocks phosphopeptide binding to human PLK1 polo-box domain. P53350. Plk1 PBD binding of FITC phosphopeptide, fluorescence polarization. Potency, µM, inactives show max response, negative = inhibition, hits mostly inhibitors. actives 2.8% (n = 360,000); note: potency is the fitted concentration of half-maximal effect; series mostly up to about 57 µM; % is set by controls: 0 for no effect and ±100 for the full control effect; nearly all actives have a fitted effect of over 65% in size
Target sequence (P53350 whole entry, looked up, the tested form may be a part): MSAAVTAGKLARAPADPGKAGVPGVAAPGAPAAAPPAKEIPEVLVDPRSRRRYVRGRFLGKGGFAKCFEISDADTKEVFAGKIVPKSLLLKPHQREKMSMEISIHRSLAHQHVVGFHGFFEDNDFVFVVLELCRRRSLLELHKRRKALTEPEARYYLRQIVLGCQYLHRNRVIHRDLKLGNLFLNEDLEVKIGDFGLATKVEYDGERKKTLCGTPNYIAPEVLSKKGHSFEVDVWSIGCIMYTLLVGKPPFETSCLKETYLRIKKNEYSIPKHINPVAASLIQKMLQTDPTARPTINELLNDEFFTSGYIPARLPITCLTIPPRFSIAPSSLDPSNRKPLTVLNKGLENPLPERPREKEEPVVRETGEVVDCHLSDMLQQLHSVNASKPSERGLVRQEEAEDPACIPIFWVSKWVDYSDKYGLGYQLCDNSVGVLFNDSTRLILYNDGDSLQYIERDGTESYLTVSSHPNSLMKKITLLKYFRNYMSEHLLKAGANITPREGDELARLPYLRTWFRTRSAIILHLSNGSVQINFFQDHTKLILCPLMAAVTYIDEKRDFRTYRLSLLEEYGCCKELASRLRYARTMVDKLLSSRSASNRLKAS
WRN helicase inh: blocks human WRN helicase; Q14191; WRN helicase unwinding, fluorescent forked duplex, kinetic; Potency, µM (doses to about 114 µM), inactives show at the highest dose activity change, negative = inhibition, hits mostly inhibitors; actives 0.46% (n = 360,000); AID 651768; note: potency is the fitted concentration of half-maximal effect; % is set by controls: 0 for no effect and ±100 for the full control effect; nearly all actives have a fitted effect of over 55% in size
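Kinetic fluorescence helicase assay: unwinding of a quenched forked DNA duplex (100 nM final) with 2 mM ATP final raises red fluorescence (525/598 nm). Compounds sat 15 min at room temperature with 20 nM WRN beforehand.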
D3 antag: D3 dopamine receptor (human) antagonism. P35462. D3R cells, DiscoveRx beta-arrestin luminescence, antagonist mode; hits give low values. max response, negative = inhibition, %. actives 2.5% (n = 360,000). AID 652054; in the data active = max response below about -50%; inconclusive = no clear call, values can overlap the other calls; note: % is set by controls: 0 for no effect and ±100 for the full control effect; mostly tested at two doses, the higher about 12 µM
Target sequence (P35462 whole entry, looked up): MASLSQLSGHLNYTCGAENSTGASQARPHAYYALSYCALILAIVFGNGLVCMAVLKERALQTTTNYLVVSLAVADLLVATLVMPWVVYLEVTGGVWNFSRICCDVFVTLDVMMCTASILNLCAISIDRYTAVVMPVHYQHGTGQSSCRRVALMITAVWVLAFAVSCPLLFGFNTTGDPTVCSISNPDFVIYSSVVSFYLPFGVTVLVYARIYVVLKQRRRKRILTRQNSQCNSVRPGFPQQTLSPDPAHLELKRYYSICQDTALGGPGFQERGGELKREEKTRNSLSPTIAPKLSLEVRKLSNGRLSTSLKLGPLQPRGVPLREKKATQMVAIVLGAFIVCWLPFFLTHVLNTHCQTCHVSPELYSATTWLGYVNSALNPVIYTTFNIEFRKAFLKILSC
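Cells plated overnight at 1500 cells/well, then exposed to library compounds with dopamine controls for 90 minutes at 37 degrees C. DiscoveRx reagent added for 30–60 minutes at room temperature; luminescence read, quantitative HTS format.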
IL2 activator: activators of IL-2 | IL-2 activation reporter assay, cell-based qHTS; stimulated with anti-CD3/CD4/CD28 beads; in transgenic mouse T cells | activation, % (series mostly up to about 46 µM) | actives 0.065% (n = 360,000) | AID 652025; in the data active = activation above about 50%; inconclusive = mostly about 30% to 49%; note: 0% is about no effect
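Using fluorescent plate cytometry, EGFP and DsRed are detected in transgenic mouse T cells stimulated 18 h at 37 degrees C with antibody-coated beads after 60 min compound pretreatment.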
GLP1R ag: agonists of human GLP-1 receptor | actives 0.007% (n = 380,000) | P43220 | AID 624172 | Potency, µM (series often up to 45.6 µM), without a hit: top-dose activation, usual class: activators | HEK293 GLP-1R CRE-luciferase, luminescence, 4-6 h; cells express a hypersensitive GLP-1R form; note: potency is the fitted concentration of half-maximal effect; % of control where 0% means no effect
PI5P4Ka inh: PI5P4K alpha (human) kinase inhibition. P48426. PI5P4Kalpha enzyme, ADP-Glo luminescence, 60 min; hits give low values. max response, %. actives 1.2% (n = 330,000). AID 652105; active = max response of -50% or lower; inconclusive = between -30% and -50%; inactive = -30% or higher; note: value at the top dose of about 77 µM; % is set by controls: 0 for no effect and ±100 for the full control effect
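PI5P4Kalpha ADP-Glo assay; 5 microM ATP final; 60 min RT reaction; HEPES pH 7.4/EGTA/CHAPS, 5% DMSO; controls lacking substrate or enzyme; luminescent end-point.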
GLP-1R inv ag: inverse agonists of human GLP-1 receptor | Potency, µM (highest dose often 38.3 µM), without a hit: at the highest dose activity change, negative = inhibition, most hits filed as inhibitors | actives 1.6% (n = 410,000) | HEK293 GLP-1R CRE-luciferase, luminescence, 24 h; GLP-1R form is constitutively active | P43220; note: potency is the fitted concentration of half-maximal effect; % is set by controls: 0 for no effect and ±100 for the full control effect; nearly all actives have a fitted effect of over 55% in size
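Assay principle: reduced luminescence from a cAMP-responsive reporter in HEK293 cells co-expressing a constitutively active GLP-1R. Conditions: 24 hr compound incubation, 37 deg C, 5% CO2.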
D3 ag: D3 dopamine receptor (human) agonism; P35462; D3R DiscoveRx beta-arrestin cells, luminescence, 90 min; max activation, %; actives 0.58% (n = 410,000); AID 652048; in the data active = max activation above about 30%; note: 0% is about no effect; mostly tested at two doses, the higher about 12 µM
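Agonist mode: compounds and dopamine controls were applied to plated cells for 90 min at 37 degrees C after an overnight attachment at 1500 cells/well. Luminescent read-out followed 30 - 60 minutes at room temperature with DiscoveRx detection reagent.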
GLP1R cytotox: cytotoxicity in counter-screen for GLP-1R inverse agonists. HEK293 cAMP-luciferase reporter cells, luminescence, 24 h. Potency, µM (highest dose often 38.3 µM), inactives show top-dose activity change, negative = inhibition, most hits filed as inhibitors. actives 0.13% (n = 410,000). AID 624418;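 note: loss of luciferase light is scored as toxicity; potency is the fitted concentration of half-maximal effect; % is set by controls: 0 for no effect and ±100 for the full control effect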
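Step one: seed cells (200 cells/uL, DMEM with 10% Nu serum, 1% pen-strep). Step two: 12-hour incubation at 37 deg C. Step three: pin 23 nL compound, incubate 24 hr. Step four: add luciferase reagent, read luminescence 12 min later.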
* marks the source's active call; other numbers are inactive results; ? = inconclusive; nt = not tested or not shown; & = joins results of further samples; [ ] = another dose, or the depositor's remark. Unless noted, calls come from the whole dose curve; as a rule, active = well fitted curve in the direction sought with a large enough effect; inconclusive = small, poorly fitted or top-dose-only effect, or another doubt; inactive = no such curve, though single readings can be large; an effect the other way counts as inactive or inconclusive.

SMILES | PLK1 PBD block | WRN helicase inh | D3 antag | IL2 activator | GLP1R ag | PI5P4Ka inh | GLP-1R inv ag | D3 ag | GLP1R cytotox
O=c1[nH]c(=S)[nH]c2scc(-c3ccc(Br)cc3)c12 | 27µM* | ? | ? | -4.0 | 0% | -55* | 15% | -10 | 22%
COc1ccccc1NC(=O)CSc1nc(=O)n2cc(C)ccc2n1 | -1% | -1% | 12 | 1.8 | 9% | -3 | 6% | 2 | -1%
C=CCNC(=O)C1CCN(S(=O)(=O)CC)CC1 | -6% | 1% | 0 | 0.7 | -6% | nt | 5% | -6 | 3%
COc1ccc(-c2nn(-c3ccccc3)cc2C(=O)NCC2CCCO2)cc1 (stereo not drawn) | -3% | -36% | -11 | -1.4 | 7% | 1 | ? | 2 | 6%
O=C(CN1C(=O)COc2ccc(S(=O)(=O)Nc3ccccc3)cc21)NCc1ccccc1Cl | nt | nt | nt | nt | 0% | nt | ? | -15 | -9%
CCN(C(=O)COC(=O)/C(C#N)=C/c1ccc(N(C)C)cc1)C1CCS(=O)(=O)C1 (stereo not drawn) | 27% | ? | 10 | 5.0 | 2% | -6 | 7% | -3 | -7%
Cc1ccc2cc(C#N)c(N3CCCN(S(=O)(=O)c4ccccc4)CC3)nc2c1 | 3% | -2% | -18 | -2.4 | -9% | 7 | 0% | -2 | -12%
CC1CCCCN1C(=O)CSc1nc2ncccc2[nH]1 (stereo not drawn) | -11% | -1% | 1 | 0.0 | 2% | 9 | 16% | -5 | 2%
COc1ccc(-c2csc(N3C(=N)SCC3=O)n2)cc1 | -6% | 1% | -17 | -1.9 | -1% | nt | -7% | -16 | 1%
COc1ccccc1N1CCN(C(=O)Cn2ncc3c([nH]c4ccccc43)c2=O)CC1 | 1% | -2% | 9 | -0.6 | -7% | -1 | -23%&5% | 0&8 | -26%&-2%
CCCOc1ccc(C(=O)NCc2cccnc2)cc1 | -2% | 2%[57.1 µM] | -9 | -0.6 | 3% | nt | 0% | 1 | 5%
COc1ccc(/C(C)=N/Nc2ccccc2Cl)c(O)c1 | -5% | -19% | 38 | -0.4 | 7% | 0 | ? | 0 | 9%
O=C(Nc1ccccc1)c1sc(N2CCOCC2)nc1-c1ccccc1 | 0% | -12% | -3 | -2.3 | 1% | 5 | 3% | 1 | 0%
Nc1c(NCc2ccccc2)c(=O)c1=O | -10% | -7% | -9 | -3.2 | 9% | -10 | 2% | -7 | -7%
COc1ccc(CCNC(=O)CN2C(=O)CCSc3ccccc32)c(OC)c1 | -27% | 4% | -3 | 0.0 | 14% | 1 | 15% | 4 | -7%
Cc1ccccc1CN1CCCC(C(=O)Nc2ccccc2Oc2cccnc2)C1 (stereo not drawn) | -8% | -3% | 0 | 0.7 | 7% | -5 | ? | -3 | 0%
O=C(CCC(=O)Nc1cccc2ccccc12)N/N=C/c1ccco1 | -6% | 2% | 25 | -3.4 | 1% | -10 | 19% | 1 | 3%
COc1ccc(C(=O)NCCONC(=O)c2ccc(OC)cc2)cc1 | -4% | 4% | -7 | -2.1 | -4% | -3 | 4% | -12 | -10%
Cc1nc2nc(CSc3ccc(Cl)cc3)cc(=O)n2[nH]1 | -2% | 0% | 6 | -0.4 | -1% | 4 | 6% | 1 | -3%
CN1C(=O)SC(Nc2cccc3ccccc23)C1=O (stereo not drawn) | -7% | 6% | 5 | 0.7 | -2% | -2 | -28% | -6 | -1%
O=C(CCNC(=O)c1ccco1)NCc1ccccc1 | 0% | -15% | -4 | 3.0 | 4% | 2 | 1% | 1 | -6%
CC[C@]1(c2ccccc2)C(=O)N(C(=O)OC)N1C(=O)OC | 11µM* | -3% | 0 | -0.5 | -1% | -19 | 14% | -1 | 8%
O=C(c1ccc(Br)cc1)N1CCN(S(=O)(=O)c2ccccc2)CC1 | -2% | 4% | 16 | -2.9 | -1% | 1 | ? | 4 | 3%
CCOC(=O)C1CCN(C(=O)/C=C/c2ccc(OC)cc2)CC1 | 4% | 1% | -2 | -1.4 | 1% | -3 | 15% | 5 | 2%
Cc1ccc(C(=O)CSc2ccc(-c3cccnc3)nn2)cc1 | -12% | 6% | -2 | -0.1 | 12% | 0 | -3% | -3 | -13%
Cc1cc(OCC(=O)NC2CC(C)(C)NC(C)(C)C2)c2c(C)cc(=O)oc2c1 | -1% | 13% | 7 | -2.5 | -4% | -1 | 13% | 0 | -1%
CCCOc1cc(C)c(S(=O)(=O)n2ccc(C)n2)cc1C | -5% | -12% | -6 | 0.4 | -4% | 9 | -2% | 10 | 13%
COc1ccc(CNC(=O)Cc2c(C(=O)O)[nH]c3ccccc23)c(OC)c1 | 7% | 0% | -10 | -2.0 | 0% | -2 | 6% | -3 | 3%
CC(OC(=O)C1CCN(c2ccc(C(F)(F)F)cn2)CC1)C(=O)Nc1ccc(S(N)(=O)=O)cc1 (stereo not drawn) | 1% | -25% | 2 | -1.2 | 3% | 10 | 10% | 2 | 3%
COC(=O)c1cc(-c2ccccc2)on1 | -4% | 8%[57.1 µM] | -15 | -1.7 | -7% | 1 | 8% | 3 | -11%
CN(C)CCCNC(=O)C(=O)Nc1ccc2c(c1)N(S(=O)(=O)c1cccs1)CCC2 | -4% | -1% | 3 | -1.1 | -3% | 8 | -72% | -10 | -28%
CCCCOCCCNC(=O)C[C@@H]1C[C@@]2(C(=O)OC)CCCCC=C2N(Cc2cccc3ccccc23)C1=O | -9% | -3% | 1 | -1.1 | -2% | 0 | ? | -6 | -21%
COc1ccc(/C=N/NC(=O)CCn2c3ccccc3c3ccccc32)cc1O | 0% | -7%[57.1 µM] | -6 | -1.0 | 29% | nt | ? | 2 | ?
CCOc1ccccc1N1CCN(C(=O)/C=C/c2cccc([N+](=O)[O-])c2)CC1 | -3% | -11% | 27 | -0.5 | -5% | -4 | ? | 9 | -23%
O=C(c1ccncc1)N1CCN(C(=O)c2ccncc2)CC1 | 9% | -18% | -14 | -1.1 | -6% | nt | -7% | -4 | 4%
CCN(CC)C(=O)C1=C(C)Nc2nc3ccccc3n2C1c1ccc(Br)cc1 (stereo not drawn) | nt | nt | nt | nt | 1% | nt | -11% | -10 | -6%
C=CCc1ccccc1Oc1cc(F)nc(N)n1 | -16% | 5% | 1 | 1.8 | 7% | 0 | -8% | 5 | -6%
COc1ccccc1OCCC(=O)OCC(=O)Nc1cccc(Br)c1 | -7% | -5% | 8 | -2.8 | 1% | 2 | 21% | -33 | 7%
CCCCC(=O)O[C@H]1CC[C@H]2[C@@H]3CCc4cc(O)ccc4[C@H]3CC[C@]12C | -11% | -13% | 45 | -0.8 | 5% | 5 | -5% | 12&8 | 3%
CN(C)c1cc(Cl)c2nonc2c1N | -18% | -2%[11.6 µM] | 8 | 0.3 | 21% | -10 | 7% | 11 | -1%
O=C(N/N=C/c1ccc(Cl)cc1)c1sccc1OCc1ccc(F)cc1 | -7% | -6% | -22 | 1.2 | 10% | 3 | ? | -17 | ?
COc1ccc(/C=C2\SC(=Nc3ccccc3OC)NC2=O)cc1 | -21% | -10% | -2 | -0.1 | 2% | 2 | ? | -11 | ?
Cc1ccc(S(=O)(=O)NCC(=O)OCC(=O)c2c(N)n(C)c(=O)n(C)c2=O)cc1 | 3% | -18% | 18 | -0.2 | 4% | -2 | -3% | 6 | -10%
CCc1ccc(NCc2cc3cc(OC)c(OC)cc3n(CC(=O)Nc3ccc(F)cc3)c2=O)cc1 | nt | nt | nt | nt | -6% | nt | 14% | -3 | 26%
O=C(Oc1ccc(Cl)c2cccnc12)c1cccc([N+](=O)[O-])c1 | 1% | -9% | -72* | -0.4 | 27% | -8 | 5µM* | -26 | ?
CC(OC(=O)c1ccc(NC(=O)CC#N)cc1)C(=O)NCCC1=CCCCC1 (stereo not drawn) | 2% | -11% | 7 | 0.3 | -2% | -1 | 8% | 1 | 6%
Cc1ccc(NC(=O)c2cccc(S(=O)(=O)N(C)c3ccccc3)c2)cc1S(=O)(=O)N1CCOCC1 | -9% | -2% | 25 | -0.9 | -12% | 2 | ? | -3 | -21%
CCSc1nnc(NC(=O)c2ccc(S(=O)(=O)N(C)C)cc2)s1 | -7% | 15% | 2 | 0.4 | 7% | -15 | 0%[7.66 µM] | 0 | 11%[7.66 µM]
CCN1CCN(C(=O)CN(c2ccc(F)c(Cl)c2)S(C)(=O)=O)CC1 | -5% | 8% | -11 | -0.9 | 0% | 0 | 12% | 4 | 8%
O=C(CCN1C(=O)c2ccccc2S1(=O)=O)Nc1cc(Cl)ccc1Cl | 2% | 0% | 2 | -5.7 | 3% | -3 | -14% | 2 | 1%
C=CCSc1nc2ccccc2n2cnnc12 | -5% | -11% | 7 | -0.2 | -1% | 1 | 106%[activator] | 0 | 1%
